Sm TGR block: qHTS Assay for the Inhibitors of Schistosoma Mansoni Peroxiredoxins. Schistosoma mansoni thioredoxin glutathione reductase (TGR), Q962Y6. 3% of 360,000 active. purified TGR, DTNB reduction, TNB absorbance 405 nm. AID 485364, 2010. Potency, µM (series often up to 114 µM), for the others: top-dose activity change, negative = inhibition, usual class: inhibitors; further: potency means the concentration at half of the fitted maximal effect; nearly all actives have a fitted effect of over 60% in size
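Kinetic colorimetric format: TGR-catalysed, NADPH-driven DTNB reduction monitored via TNB absorbance. Enzyme dispensed at 20 nM; compound exposure 15 min at room temperature before reaction start.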
FBPA Giardia inh: qHTS Assay for Inhibitors of Fructose-1,6-bisphosphate Aldolase from Giardia Lamblia; AID 2451, 2010; purified Giardia FBPA; Potency, µM (top dose mostly 59.6 µM), for the others: at the top dose activity, negative = inhibition, most hits filed as inhibitors; 0.71% of 290,000 active; further: potency means the concentration at half of the fitted maximal effect; nearly all actives have a fitted effect of over 55% in size
Target sequence (A8B2U2 whole entry, looked up): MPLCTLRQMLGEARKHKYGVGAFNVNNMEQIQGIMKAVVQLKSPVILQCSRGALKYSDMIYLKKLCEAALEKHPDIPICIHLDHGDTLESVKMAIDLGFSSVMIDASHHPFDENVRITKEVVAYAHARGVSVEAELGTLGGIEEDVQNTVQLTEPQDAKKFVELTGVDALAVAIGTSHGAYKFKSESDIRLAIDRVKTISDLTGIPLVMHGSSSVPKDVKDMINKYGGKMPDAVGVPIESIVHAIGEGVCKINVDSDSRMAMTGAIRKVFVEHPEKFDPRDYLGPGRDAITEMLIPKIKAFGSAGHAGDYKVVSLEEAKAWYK
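Giardia FBPA (40 nM reagent) was preincubated 10 min at RT with compound (up to 57.5 uM final), then substrate plus GAPDH/TPI/NAD/arsenate coupling system with diaphorase/resazurin was added; resorufin fluorescence (525/598 nm) was read after 20 min.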
HCMV antiviral: qHTS Assay for inhibitors of the human cytomegalovirus (HCMV) | activity change, negative = inhibition, % at 57.5 µM | AID 1259415, 2018 | 4.5% of 410,000 active | HFF cells, HCMV-luciferase reporter, 72 h; stronger effect = lower value; in the data active means activity change below about -60%; inconclusive means no clear call, values can overlap the other calls; inactive means above about -39%
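Luciferase read-out from HCMV-luciferase-infected HFFs (MOI 1 PFU/cell) 72 h post infection at 37C; compounds added after 16 h cell attachment; activity normalized between buffer-only basal and Salinomycin (10uM) inhibitor controls.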
AMA1-RON2 inh: qHTS for Inhibitors of AMA1-RON; Towards Development of Antimalarial Drug Lead: Primary Screen; Plasmodium falciparum AMA1 (3D7) - RON2 peptide interaction; AlphaScreen AMA1-biotinylated RON2 peptide binding; Potency, µM (doses to about 58.2 µM), for the others: at the highest dose activity change, negative = inhibition, actives largely listed as inhibitors; 0.2% of 360,000 active; AID 720542, 2013;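 further: potency means the concentration at half of the fitted maximal effect; 0% = vehicle wells and -100% = peptide control; nearly all actives have a fitted effect of over 45% in size; some results filed as inactive show a strong effect at the top dose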
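AMA1 (3D7) with his tag at 25 nM final met compounds first, then biotinylated RON2 peptide at 25 nM; detection used donor plus acceptor beads, 10 µg/mL apiece, read by AlphaScreen after 30 min at room temperature.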
HCV inh: qHTS Assay for Inhibitors of Hepatitis C Virus (HCV) | AID 651820, 2012 | Huh7.5.1 HCVcc-Cre infection, luciferase reporter, 44 h | 3.4% of 340,000 active | Potency, µM (highest dose often 41.8 µM), for inactives: top-dose activity change, negative = inhibition, hits mostly inhibitors; further: potency means the concentration at half of the fitted maximal effect
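Cells seeded at 1,000/well and cultured 4 h, then compounds added followed by HCVcc-Cre virus (~0.5 moi). After 44 h further culture, luciferase substrate was added, plates held 15 min at room temperature, and luminescence read for 15 sec.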
AmpC inh detg: qHTS Inhibitors of AmpC Beta-Lactamase (assay with detergent) | 0.041% of 370,000 active | Potency, µM (titrated, usually from 114 µM), inactives show top-dose activity change, negative = inhibition, usual class: inhibitors | AID 485294, 2010 | AmpC hydrolysis of nitrocefin, absorbance 480 nm, 0.01% Triton | P00811;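 further: potency means the concentration at half of the fitted maximal effect; 0% = no-compound wells and -100% = no-enzyme wells; nearly all actives have a fitted effect of over 25% in size; some results filed as inactive show a strong effect at the top dose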
Target sequence (P00811 whole entry, looked up): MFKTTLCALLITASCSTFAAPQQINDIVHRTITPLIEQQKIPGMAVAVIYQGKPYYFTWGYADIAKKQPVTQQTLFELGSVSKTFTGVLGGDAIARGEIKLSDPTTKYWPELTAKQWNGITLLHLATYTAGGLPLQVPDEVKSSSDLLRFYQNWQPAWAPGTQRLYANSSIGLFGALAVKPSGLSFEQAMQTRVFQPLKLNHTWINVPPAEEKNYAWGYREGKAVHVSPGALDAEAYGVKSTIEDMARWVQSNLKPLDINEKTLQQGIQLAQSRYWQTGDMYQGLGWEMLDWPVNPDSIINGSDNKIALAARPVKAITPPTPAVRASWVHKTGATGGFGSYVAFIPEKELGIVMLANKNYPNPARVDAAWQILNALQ
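AmpC (5.3 nM in the dispensed reagent) in 20 mM phosphate pH 7.0 with 0.01% (detergent screen) or 0.0001% Triton X-100 was preincubated with compounds for 15 min at room temperature. Nitrocefin was then added from an 800 uM solution, and hydrolysis was followed at 480 nm.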
An asterisk follows results filed as active; [ ] = another dose, or the depositor's remark. Unless noted, the call rests on the fitted dose curve; in most records, active means well fitted curve in the direction sought with a large enough effect; inconclusive means small, poorly fitted or top-dose-only effect, or another doubt; inactive means no such curve, though single readings can be large; an effect the other way counts as inactive or inconclusive. Unless noted, on the % scale 0 is the no-effect control and ±100 the full control effect.

For Cc1ccc([N+](=O)[O-])cc1NC(=O)CN(C1CCCCC1)S(=O)(=O)c1ccc(Cl)cc1 the results were Sm TGR block -1%, FBPA Giardia inh -4%, HCMV antiviral 0, AMA1-RON2 inh -10%, HCV inh inconclusive and AmpC inh detg 1%.
`Nc1ccc(C(=O)N/N=C/c2cn(Cc3ccccc3)c3ccccc23)cc1` gave Sm TGR block -2%, FBPA Giardia inh 1%, AMA1-RON2 inh -22%, HCV inh -2% and AmpC inh detg inconclusive.
Screening C=C1c2cc3c(cc2NC(=S)N1Cc1ccccc1)OCO3 returned Sm TGR block -34%, FBPA Giardia inh -13%, HCMV antiviral -33, AMA1-RON2 inh 42%[activator], HCV inh inconclusive and AmpC inh detg -6%.
Screening COc1ccc(C(=O)NCCS(=O)(=O)N2CCc3ccccc3C2)cc1OC returned Sm TGR block -8%, HCMV antiviral -8, AMA1-RON2 inh 1%, HCV inh 21% and AmpC inh detg -1%.
`CCN(CC)c1ccc(NC(=O)C2CCCN(S(=O)(=O)c3cnc[nH]3)C2)c(C)c1` (stereo not given) gave Sm TGR block -2%, FBPA Giardia inh -20%, HCMV antiviral -6, AMA1-RON2 inh 0%, HCV inh -7% and AmpC inh detg inconclusive.
For Nc1nonc1-n1nnc(C(=O)N/N=C/c2ccc(Br)cc2)c1-c1ccc2c(c1)OCO2 the results were Sm TGR block 4%, HCMV antiviral active, AMA1-RON2 inh -6%, HCV inh -2% and AmpC inh detg 1%.
`Cc1cccc(C)c1N(CC(=O)N/N=C/c1cc(Br)c(C)o1)S(C)(=O)=O` gave Sm TGR block inconclusive, FBPA Giardia inh 4%, HCMV antiviral 36, AMA1-RON2 inh -1%, HCV inh 11% and AmpC inh detg -10%.
`CCOc1ccc(C(C)=O)cc1CN1C(=O)NC2(CCCCCCC2)C1=O` gave Sm TGR block -3%, FBPA Giardia inh 2%, HCMV antiviral 23, AMA1-RON2 inh -12%, HCV inh -21% and AmpC inh detg 4%.
Screening N#Cc1ccccc1S(=O)(=O)N1CCN(C(=O)c2cccc(S(=O)(=O)N3CCCC3)c2)CC1 returned HCMV antiviral -37, AMA1-RON2 inh 4%[11.6 µM] and HCV inh 18%.
Screening CCn1c(SCC(N)=O)nc2c(c1=O)C1(CCCC1)Cc1ccccc1-2 returned Sm TGR block -5%, FBPA Giardia inh 0%, HCMV antiviral 5, AMA1-RON2 inh -1%, HCV inh -11% and AmpC inh detg -1%.
Screening COC(=O)c1ccc(NC(=O)Cn2nc(-c3ccncc3)nc2SCC(=O)Nc2nccs2)cc1 returned Sm TGR block 11%, FBPA Giardia inh -3%, HCMV antiviral 50, AMA1-RON2 inh -12%, HCV inh 10% and AmpC inh detg -7%.
For Cc1cc(OCC(=O)Nc2ccc(C(=O)OC3CCCCC3)cc2)ccc1Cl the results were Sm TGR block -2%, HCMV antiviral -7 and AmpC inh detg -9%.

Molecules shown so far containing a Cl atom:
For Cc1ccc([N+](=O)[O-])cc1NC(=O)CN(C1CCCCC1)S(=O)(=O)c1ccc(Cl)cc1 the results were Sm TGR block -1%, FBPA Giardia inh -4%, HCMV antiviral 0, AMA1-RON2 inh -10%, HCV inh inconclusive and AmpC inh detg 1%.
For Cc1cc(OCC(=O)Nc2ccc(C(=O)OC3CCCCC3)cc2)ccc1Cl the results were Sm TGR block -2%, HCMV antiviral -7 and AmpC inh detg -9%.

(more compounds)
`COc1cc(C=CC(=O)OCC=Cc2ccc3c(c2)OCO3)cc(OC)c1OC` gave HCMV antiviral -2, AMA1-RON2 inh -26% and HCV inh -7%.
`CC(C)N1C(=O)S/C(=C/c2cccnc2)C1=O` gave Sm TGR block 2%, FBPA Giardia inh 3%, HCMV antiviral -29, AMA1-RON2 inh 4%, HCV inh 11% and AmpC inh detg 2%.
Cc1ccc(C2C=C(c3ccccc3)Nc3nc(N4C(=O)CCC4=O)nn32)cc1 (stereo not given) was read as Sm TGR block 22µM*, FBPA Giardia inh -14%, HCMV antiviral -62*, AMA1-RON2 inh 50%[activator], HCV inh -3% and AmpC inh detg -12%.
Cc1cc(-c2csc(NC(=O)c3ccc(=O)n(C)n3)n2)c(C)n1CC1CCCO1 (stereo not given) was read as Sm TGR block 35µM*, FBPA Giardia inh inconclusive, AMA1-RON2 inh -13%, HCV inh inconclusive and AmpC inh detg -3%.
For Cc1cccn2c(=O)c3cc(C#N)c(=N)n(Cc4cccnc4)c3nc12 the results were HCMV antiviral 6, AMA1-RON2 inh -12% and HCV inh 7%.
`COc1cc(CN(C)C(=O)C2CCN(S(=O)(=O)c3cccs3)CC2)ccc1OC(F)F` gave HCMV antiviral -9, AMA1-RON2 inh 1% and HCV inh inconclusive.
For CCN(CC)C(=O)[C@H]1C[C@H](CC(=O)NCc2ccc(OC)c(OC)c2)C(=O)N2CCc3c([nH]c4cc(CCC(=O)N(C)C)ccc34)[C@]12C the results were HCMV antiviral 5, AMA1-RON2 inh -12% and HCV inh 3%.
COc1cc(CNCCc2ccc(S(N)(=O)=O)cc2)ccc1OCc1ccc(Cl)cc1 was read as Sm TGR block 0%, FBPA Giardia inh -2%, HCMV antiviral -93*, AMA1-RON2 inh -12%, HCV inh 4.5µM* and AmpC inh detg -2%.
Screening Cc1ccc(-n2ncc(C(=O)N3CCN(c4ccc(Cl)cc4)CC3)c2C2CCN(C(=O)OC(C)(C)C)CC2)c(C)c1 returned Sm TGR block 1%, HCMV antiviral -2 and AmpC inh detg -3%.
Cc1ccnc(NS(=O)(=O)c2ccccc2)c1 was read as Sm TGR block 1%, FBPA Giardia inh -14%, HCMV antiviral 36, AMA1-RON2 inh 1%, HCV inh 12% and AmpC inh detg 5%.
`Cc1ccc2c(c1)C(=O)N1[C@H]3c4cc(Br)ccc4OC[C@@H]3[C@H](c3ccccc3)[C@]1(C)C(=O)N2` gave HCMV antiviral -16, AMA1-RON2 inh -4% and HCV inh inconclusive.
COc1ccccc1/C=N/Nc1cc(C)nc(N2CCOCC2)n1 was read as Sm TGR block 8%, FBPA Giardia inh 2%, HCMV antiviral 36, AMA1-RON2 inh -12%, HCV inh -28% and AmpC inh detg -6%.

Filtered by structure, the entries above with an NH in an aromatic ring.
`CCN(CC)c1ccc(NC(=O)C2CCCN(S(=O)(=O)c3cnc[nH]3)C2)c(C)c1` (stereo not given) gave Sm TGR block -2%, FBPA Giardia inh -20%, HCMV antiviral -6, AMA1-RON2 inh 0%, HCV inh -7% and AmpC inh detg inconclusive.
For CCN(CC)C(=O)[C@H]1C[C@H](CC(=O)NCc2ccc(OC)c(OC)c2)C(=O)N2CCc3c([nH]c4cc(CCC(=O)N(C)C)ccc34)[C@]12C the results were HCMV antiviral 5, AMA1-RON2 inh -12% and HCV inh 3%.

Additional compounds follow:
O=C(O)CCn1cc(C=C2C(=O)NC(=S)NC2=O)c(-c2ccccc2)n1 was read as Sm TGR block 79µM*, FBPA Giardia inh -24%, HCMV antiviral -1, AMA1-RON2 inh -9%, HCV inh 11% and AmpC inh detg -7%.
For O=c1oc2ccccc2n1CCCOc1ccccc1Cl the results were Sm TGR block -2%, HCMV antiviral 72 and AmpC inh detg 3%.
CC(C(=O)Nc1ccc(OC(F)(F)F)cc1)N1Cc2ccccc2C1=O (stereo not given) was read as Sm TGR block -2%, HCMV antiviral 7 and AmpC inh detg -3%.
For O=C(NCc1ccc(C(F)(F)F)cc1)c1ccc2c(c1)S(=O)(=O)c1ccccc1C2=O the results were HCMV antiviral 90, AMA1-RON2 inh 4% and HCV inh -6%.
Screening CN(C)Cc1ccc(O)c(CCc2ccccc2)n1 returned Sm TGR block inconclusive, FBPA Giardia inh 8%, HCMV antiviral -2, AMA1-RON2 inh -9%, HCV inh -6% and AmpC inh detg inconclusive.
CO/N=C/C(=N\Nc1cc(OC)cc(OC)c1)C(=O)c1ccccc1 was read as Sm TGR block 17%, FBPA Giardia inh 0%, HCMV antiviral 17, AMA1-RON2 inh -18%, HCV inh -24% and AmpC inh detg -4%.
Screening COc1cccc(CNC(=O)CSC2=Nc3ccccc3C3=NC(C)C(=O)N23)c1OC (stereo not given) returned Sm TGR block 13%, HCMV antiviral 7 and AmpC inh detg 25%.
For Cc1cc(C)c(S(=O)(=O)NCC(c2ccco2)S(=O)(=O)c2cccs2)c(C)c1 (stereo not given) the results were Sm TGR block 0.28µM*, HCMV antiviral -35 and AmpC inh detg 1%.
Cc1c(Cl)c(C(=O)N2CCCC2)nn1C was read as Sm TGR block 4%, FBPA Giardia inh 1%, HCMV antiviral 28, AMA1-RON2 inh 5%, HCV inh 29% and AmpC inh detg 5%.

Compound activity from PubChem.

No enrichment for hits. About 9.3% of those tested had a hit in this group.
